Screens deposited in PubChem by several laboratories.
C8 TRAIL sens: caspase-8 TRAIL sensitization; NB7+C8 cells + TRAIL, ATPlite viability luminescence; inhibition (viability loss, TRAIL sensitization), % at 10 µM; 360,000 compounds, 1% hits; AID 624354;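 active = compounds causing at least 50% loss of cell viability in the single-dose screen, relative to plate controls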
TROY signal inh: inhibitors of TROY-dependent NF-kB signaling. Q293 LMP1-TROYcd NF-kB luciferase reporter, 4 h. inhibition, % at 10 µM. 360,000 compounds, 0.98% hits;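 active = compounds whose plate-normalised and pattern-corrected inhibition of the luciferase reporter signal at the single screening dose is 50% or more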
NOD2-RIPK2 inh: NOD2-RIPK2 protein interaction inhibition. CHO BLA complementation NOD2-RIPK2, CCF4 ratio. inhibition, % at 4.98 µM. 360,000 compounds, 0.38% hits. AID 624267; in the data active = inhibition above about 21%;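 note: 0% = vehicle only and 100% = reference blocker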
NR5A2 inv ag: suppresses constitutive activity of human LRH-1 | HEK293T StAR-luciferase reporter, LRH-1 transfected, 24 h | inhibition, % at 3.6 µM | 360,000 compounds, 0.13% hits;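 active = inhibition above the mean inhibition of all tested compounds plus 3 SD, cut at about 73% in these data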;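 note: 0% = DMSO wells and 100% = reporter-only cells lacking LRH-1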
LMP1 NFkB inh: Epstein-Barr LMP1 NF-kappaB reporter inhibition; LMP1-induced NF-kappaB luciferase reporter cells, luminescence; inhibition, % at 12.5 µM; 350,000 compounds, 0.69% hits; in the data active = inhibition above about 41%;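 note: 0% = neutral control wells and 100% = reference inhibitor control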
TLR9-MyD88 inh: TLR9-MyD88 interaction inhibition; Q9NR96+Q99836; CHO BLA complementation TLR9-MyD88, CCF4 FRET ratio; inhibition, % at 4.98 µM; 340,000 compounds, 0.21% hits; AID 504734;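 active = inhibition above the mean over all tested compounds plus 3 SD, cut at about 21% in these data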;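 note: 0% = DMSO only wells and 100% = clavulanate BLA inhibitor control wells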
NCOA3 inh: inhibits human SRC3 coactivator; inhibition, % at 3.6 µM; AID 588352; HEK293 GAL4-SRC3 luciferase reporter, luminescence; 360,000 compounds, 0.17% hits;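 active = inhibition above a per-campaign cutoff, the mean of all compounds plus 3 SD, cut at about 60% in these data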;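 note: 0% = DMSO-treated cells and 100% = gossypol-treated cells at 36 µM; higher means less SRC3-driven luciferase light from the GAL4 reporter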
SRC1 inh: inhibitors of human steroid receptor coactivator 1 (SRC1); 360,000 compounds, 0.12% hits; inhibition, % at 3.6 µM; HEK293 GAL4-SRC1 luciferase reporter, luminescence;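 active = inhibition above the campaign mean plus 3 SD, with each screening campaign given its own cutoff, cut at about 60% in these data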;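 note: 0% = DMSO treated cells and 100% = gossypol at 36 µM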
NCOA2 inhibitor: inhibits human steroid receptor coactivator 2; Q15596; HEK293 GAL4-SRC2 luciferase reporter, luminescence; inhibition, % at 9 µM; 370,000 compounds, 0.17% hits;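 active = inhibition above the mean inhibition of all tested compounds plus 3 SD, set per campaign, cut at about 52% in these data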;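 note: 0% = DMSO treated cells and 100% = cells given Gossypol at 36 µM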
Vif inh: HIV Vif inhibition; HEK293T cells, Vif self-association by quenched fluorescence, imaging, 24 h; inhibition, % at 7.49 µM; 340,000 compounds, 0.35% hits; in the data active = inhibition above about 50%, passing the limit was not always enough; note: some results filed as inactive read as strong as hits
NR2F2 inh: NR2F2 (human) inhibition, primary screen; 370,000 compounds, 0.7% hits; HEK293T NGFI-A luciferase reporter, luminescence; AID 686940; P24468; inhibition, % at 8.6 µM;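 active = inhibition above a per-plate cutoff, mean inhibition of test wells between control levels plus 3 SD, cut at about 38% in these data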;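 note: cells cotransfected with COUP-TFII expression vector driving the NGFI-A reporter; 0% = median of COUP-TF2 test wells and 100% = reporter-only cells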
* = called active by the depositor. A portion of the library; the hit share may differ from the screen's.

Preview (2 entries):
Results for CC(C)CCNC(=O)CN(C(=O)CCC(=O)Nc1nccs1)c1ccc2c(c1)OCCO2 ?
C8 TRAIL sens: -6; TROY signal inh: 69*; NOD2-RIPK2 inh: -4; NR5A2 inv ag: 0; LMP1 NFkB inh: 17; TLR9-MyD88 inh: 5; NCOA3 inh: 19; SRC1 inh: 21; NCOA2 inhibitor: 33; Vif inh: 7; NR2F2 inh: 7

How did C#CCn1c(S(=O)(=O)Cc2ccc(C)cc2)nc(-c2ccccc2)c1-c1ccccc1 do in these assays?
C8 TRAIL sens: 6; TROY signal inh: -1; NOD2-RIPK2 inh: -9; NR5A2 inv ag: -16; LMP1 NFkB inh: -12; TLR9-MyD88 inh: -3; NCOA3 inh: -58; SRC1 inh: -7; NCOA2 inhibitor: -29; Vif inh: -9; NR2F2 inh: -27

All compounds of this part, repeating the preview:
Results for CC(C)CCNC(=O)CN(C(=O)CCC(=O)Nc1nccs1)c1ccc2c(c1)OCCO2 ?
C8 TRAIL sens: -6; TROY signal inh: 69*; NOD2-RIPK2 inh: -4; NR5A2 inv ag: 0; LMP1 NFkB inh: 17; TLR9-MyD88 inh: 5; NCOA3 inh: 19; SRC1 inh: 21; NCOA2 inhibitor: 33; Vif inh: 7; NR2F2 inh: 7

How did C#CCn1c(S(=O)(=O)Cc2ccc(C)cc2)nc(-c2ccccc2)c1-c1ccccc1 do in these assays?
C8 TRAIL sens: 6; TROY signal inh: -1; NOD2-RIPK2 inh: -9; NR5A2 inv ag: -16; LMP1 NFkB inh: -12; TLR9-MyD88 inh: -3; NCOA3 inh: -58; SRC1 inh: -7; NCOA2 inhibitor: -29; Vif inh: -9; NR2F2 inh: -27

What do the screens show for `COC(=O)[C@@]12CCCCN1[C@H](c1ccc(-c3ccc(Cl)c(Cl)c3)c(OC)c1)[C@H]1C(=O)N(C)C(=O)[C@H]12`?
C8 TRAIL sens: 2; TROY signal inh: 24; NOD2-RIPK2 inh: 3; NR5A2 inv ag: -7; LMP1 NFkB inh: -1; TLR9-MyD88 inh: -3; NCOA3 inh: 3; SRC1 inh: -5; NCOA2 inhibitor: 4; Vif inh: 0; NR2F2 inh: 6

What do the screens show for `COc1ccc2nc(SCC(=O)N3CCCCC3)c(C#N)cc2c1`?
C8 TRAIL sens: -4; TROY signal inh: -84; NOD2-RIPK2 inh: 0; NR5A2 inv ag: -21; LMP1 NFkB inh: -35; TLR9-MyD88 inh: 9; NCOA3 inh: -29; SRC1 inh: -17; NCOA2 inhibitor: -23; Vif inh: -13; NR2F2 inh: -10

Results for C/C(=N/NC(=O)c1cccc(Br)c1)C1CC2CCC1C2 (centres undefined) ?
C8 TRAIL sens: 4; TROY signal inh: -21; NOD2-RIPK2 inh: -3; NR5A2 inv ag: -80; LMP1 NFkB inh: 6; TLR9-MyD88 inh: -7; NCOA3 inh: -28; SRC1 inh: -48; NCOA2 inhibitor: -39; Vif inh: -3; NR2F2 inh: -20

What do the screens show for `CCN(Cc1cc(=O)n2ccsc2n1)Cc1nc2cc(OC)c(OC)cc2c(=O)[nH]1`?
C8 TRAIL sens: 4; TROY signal inh: -9; NOD2-RIPK2 inh: 3; NR5A2 inv ag: -17; LMP1 NFkB inh: -4; TLR9-MyD88 inh: 7; NCOA3 inh: 3; SRC1 inh: 0; NCOA2 inhibitor: 24; Vif inh: 2; NR2F2 inh: -27

How did COc1cccc(C(=O)N/N=C/c2ccc(OC)c(COc3ccccc3C(N)=O)c2)c1 do in these assays?
C8 TRAIL sens: -6; TROY signal inh: -4; NOD2-RIPK2 inh: -5; NR5A2 inv ag: -18; LMP1 NFkB inh: -5; TLR9-MyD88 inh: -10; NCOA3 inh: -14; SRC1 inh: 8; NCOA2 inhibitor: -4; Vif inh: -8; NR2F2 inh: -24

What do the screens show for `COC(=O)[C@]12CCCCC=C1N(Cc1cccc3ccccc13)C(=O)[C@H](CC(=O)NCc1cccc(C(F)(F)F)c1)C2`?
C8 TRAIL sens: 4; TROY signal inh: 9; NOD2-RIPK2 inh: -1; NR5A2 inv ag: 24; NCOA2 inhibitor: 20; NR2F2 inh: -5

Results for Cc1nnc(SC(C)C(=O)Nc2ccc(S(=O)(=O)N3CCCCC3)cc2)s1 (centres undefined) ?
C8 TRAIL sens: -4; TROY signal inh: 21; NOD2-RIPK2 inh: 3; NR5A2 inv ag: 8; LMP1 NFkB inh: 2; TLR9-MyD88 inh: 3; NCOA3 inh: 9; SRC1 inh: 10; NCOA2 inhibitor: -5; Vif inh: 10; NR2F2 inh: -9

How did Cc1ccc(-n2c(SCC(=O)Nc3ccc4c5c(cccc35)CC4)nc(O)c(C)c2=O)cc1 do in these assays?
C8 TRAIL sens: -5; TROY signal inh: 3; NOD2-RIPK2 inh: -11; NR5A2 inv ag: 13; LMP1 NFkB inh: 0; TLR9-MyD88 inh: -7; NCOA3 inh: 13; SRC1 inh: -38; NCOA2 inhibitor: 3; Vif inh: -2; NR2F2 inh: 2

How did O=C(Nc1ccccc1)N1CCN(c2cccc(C(F)(F)F)c2)CC1 do in these assays?
C8 TRAIL sens: -1; TROY signal inh: 4; NOD2-RIPK2 inh: 6; NR5A2 inv ag: 4; LMP1 NFkB inh: 7; TLR9-MyD88 inh: -6; NCOA3 inh: 13; SRC1 inh: 6; NCOA2 inhibitor: -2; Vif inh: -8; NR2F2 inh: -1

How did Cc1ccc(C(=O)NNC(=O)Cc2csc(-c3csc(C)n3)n2)cc1 do in these assays?
C8 TRAIL sens: -19; TROY signal inh: 2; NOD2-RIPK2 inh: 5; NR5A2 inv ag: -7; LMP1 NFkB inh: 6; TLR9-MyD88 inh: -7; NCOA3 inh: 20; SRC1 inh: -7; NCOA2 inhibitor: -1; Vif inh: -6; NR2F2 inh: 6

How did CCOC(=O)C1(CC2CC2)CCN(Cc2cnc(-c3ccccc3C)nc2)CC1 do in these assays?
C8 TRAIL sens: -9; TROY signal inh: 21; NOD2-RIPK2 inh: 0; NR5A2 inv ag: -16; LMP1 NFkB inh: 8; TLR9-MyD88 inh: -6; NCOA3 inh: 9; SRC1 inh: -7; NCOA2 inhibitor: 35; Vif inh: 3; NR2F2 inh: 15

Results for Cc1cnc(NC(=O)c2cc3ccccc3o2)s1 ?
C8 TRAIL sens: 36; TROY signal inh: 1; NOD2-RIPK2 inh: -3; NR5A2 inv ag: -154; LMP1 NFkB inh: -16; TLR9-MyD88 inh: 0; NCOA3 inh: -96; SRC1 inh: -94; NCOA2 inhibitor: -50; Vif inh: 1; NR2F2 inh: -53

Results for Cc1ccc(F)cc1CNC(=O)C1CCC(=O)N(CC2CCCCC2)C1 (centres undefined) ?
C8 TRAIL sens: -10; TROY signal inh: -14; NOD2-RIPK2 inh: -3; NR5A2 inv ag: -3; LMP1 NFkB inh: -5; TLR9-MyD88 inh: 6; NCOA3 inh: 17; SRC1 inh: -10; NCOA2 inhibitor: 3; Vif inh: 0; NR2F2 inh: -4

Results for NNC(=O)c1cc(O)c(O)c(O)c1 ?
C8 TRAIL sens: -4; TROY signal inh: 8; NOD2-RIPK2 inh: 4; NR5A2 inv ag: -9; LMP1 NFkB inh: -4; TLR9-MyD88 inh: 4; NCOA3 inh: 7; SRC1 inh: 6; NCOA2 inhibitor: -21; Vif inh: -5; NR2F2 inh: -5

Results for Cc1nn(-c2ccccc2)c(C)c1NC(=O)COC(=O)c1ccc(S(=O)(=O)C(F)F)cc1 ?
C8 TRAIL sens: -14; TROY signal inh: 10; NOD2-RIPK2 inh: -2; NR5A2 inv ag: -12; LMP1 NFkB inh: 3; TLR9-MyD88 inh: -3; NCOA3 inh: 5; SRC1 inh: -2; NCOA2 inhibitor: 7; Vif inh: -1; NR2F2 inh: 4

What do the screens show for `O=C(C[C@H]1C/C=C\C[C@@H](Cc2ccc(F)cc2)C(=O)OC[C@@H]2CCCN2C1=O)NCCO`?
C8 TRAIL sens: -11; TROY signal inh: 0; NOD2-RIPK2 inh: 12; NR5A2 inv ag: -2; LMP1 NFkB inh: 11; TLR9-MyD88 inh: -6; NCOA3 inh: 4; SRC1 inh: -1; NCOA2 inhibitor: 3; Vif inh: 0; NR2F2 inh: -3

What do the screens show for `Cc1ccc(S(=O)(=O)N2CCC(C(=O)OCC(=O)N3CCCCC3C)CC2)cc1C` (centres undefined)?
C8 TRAIL sens: 6; TROY signal inh: 18; NOD2-RIPK2 inh: 2; NR5A2 inv ag: -10; LMP1 NFkB inh: -8; TLR9-MyD88 inh: -6; NCOA3 inh: 3; SRC1 inh: -21; NCOA2 inhibitor: 6; Vif inh: 5; NR2F2 inh: -6

What do the screens show for `CCc1c(C)sc(NC(=O)c2noc(C)c2[N+](=O)[O-])c1C#N`?
C8 TRAIL sens: 2; TROY signal inh: 10; NOD2-RIPK2 inh: -4; NR5A2 inv ag: 13; LMP1 NFkB inh: 4; TLR9-MyD88 inh: 4; NCOA3 inh: 7; SRC1 inh: 3; NCOA2 inhibitor: 19; Vif inh: 17; NR2F2 inh: 12

What do the screens show for `CCn1c(C(=O)O)c(CC(=O)Nc2cccc(C(F)(F)F)c2)c2ccccc21`?
C8 TRAIL sens: -1; TROY signal inh: 10; NOD2-RIPK2 inh: -6; NR5A2 inv ag: -5; LMP1 NFkB inh: 6; TLR9-MyD88 inh: -4; NCOA3 inh: -8; SRC1 inh: -27; NCOA2 inhibitor: -12; Vif inh: -5; NR2F2 inh: 7

What do the screens show for `Cn1nc(C(C)(C)C)cc1C(=O)NCc1ccc(N2CCCC2=O)cc1`?
C8 TRAIL sens: 19; TROY signal inh: 26; NOD2-RIPK2 inh: -11; NR5A2 inv ag: 35; LMP1 NFkB inh: 12; TLR9-MyD88 inh: -11; NCOA3 inh: 38; SRC1 inh: 15; NCOA2 inhibitor: 18; Vif inh: -6; NR2F2 inh: 69*

What do the screens show for `CC(CC(=O)N1CCN(c2cccc(Cl)c2)CC1)S(=O)(=O)c1ccc2c(c1)NC(=O)CO2` (centres undefined)?
C8 TRAIL sens: 35; TROY signal inh: 47; NOD2-RIPK2 inh: -6; NR5A2 inv ag: 17; LMP1 NFkB inh: 22; TLR9-MyD88 inh: -7; NCOA3 inh: 0; SRC1 inh: 9; NCOA2 inhibitor: -21; Vif inh: -14; NR2F2 inh: -1

Results for COc1ccc(Cl)cc1NC(=O)COC(=O)/C=C/c1c(C)nn(C2CCS(=O)(=O)C2)c1Cl (centres undefined) ?
C8 TRAIL sens: -5; TROY signal inh: -12; NOD2-RIPK2 inh: -5; NR5A2 inv ag: -8; LMP1 NFkB inh: -5; TLR9-MyD88 inh: -27; NCOA3 inh: 5; SRC1 inh: 8; NCOA2 inhibitor: 7; Vif inh: -2; NR2F2 inh: 8
